Source: PubChem
KB-3-1 tox = kills parental KB-3-1 adenocarcinoma cells; KB-3-1 viability, CellTiter-Glo ATP luminescence, 72 h; Potency, µM (highest dose often 46.1 µM), for inactives: top-dose activity change, negative = cytotoxic, most hits filed as cytotoxic; actives 1.4% (n = 400,000); also: potency is read from the fitted curve at half-maximal effect; % is scaled to controls: 0 for no effect and ±100 for the full control effect; nearly all actives have a fitted effect of over 60% in size
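Luminescent ATP read-out (CellTiter-Glo) measures survival of drug-naive KB-3-1 cells after 72 h compound exposure at 37 °C. Titration series was screened from lowest to highest concentration, with DMSO vehicle plates as background controls.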
HT1080 IDH1KD tx = HT-1080 IDH1 knockdown cell toxicity (counter line). HT-1080 IDH1 knockdown viability, ATP luminescence, 48 h. Potency, µM (series often up to 46.1 µM), inactives show at the top dose activity, negative = toxicity, hits mostly cytotoxic. actives 2% (n = 360,000);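 also: potency is read from the fitted curve at half-maximal effect; 0% = DMSO wells and -100% = cell-free medium wells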
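Using the IDH1-knockdown HT-1080 line run in the same batch and compound series as the NT line, viability after 48 h at 37 °C was determined by CellTiter-Glo luminescence and expressed as % activity.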
SW480 rerep = inducers of DNA re-replication in SW480 colon cancer cells | Potency, µM (top dose mostly 46.1 µM), without a hit: at the highest dose re-replication activation, hits mostly activators | actives 1.8% (n = 340,000) | SW480 DNA re-replication, Hoechst DNA content imaging, 48 h; also: potency is read from the fitted curve at half-maximal effect; % of control where 0% means no effect; nearly all actives have a fitted effect of over 55% in size
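Readout is total intensity of Hoechst-stained nuclei, excited at 405 nm and collected at 500-530 nm. Compound treatment lasted 48 hr at 37 C in 5% CO2 before staining.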
HT1080-NT tox = kills 2HG-producing HT-1080-NT fibrosarcoma cells | HT-1080-NT fibrosarcoma viability, CellTiter-Glo ATP luminescence, 48 h | Potency, µM (series often up to 46.1 µM), without a hit: at the highest dose activity, negative = less viability, actives largely listed as cytotoxic | actives 1.6% (n = 360,000) | AID 686970;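 also: NT is the 2HG producing partner of a matched IDH1 knockdown line; potency is read from the fitted curve at half-maximal effect; 0% = DMSO-treated cells and -100% = media-only wells without cells; nearly all actives have a fitted effect of over 55% in size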
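HT-1080-NT fibrosarcoma cells (2HG-overproducing), 750 cells/well in RPMI with 5% FBS, dosed after 2 h and incubated 48 h at 37C. CellTiter-Glo luminescence normalized to DMSO and no-cell wells; concentration-response curves fitted and classed.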
ATXN2 expr inh = inhibitors of ATXN2 expression | actives 0.72% (n = 360,000) | Potency, µM (titrated, usually from 57 µM), inactives show at the highest dose activity change, negative = inhibition, actives largely listed as inhibitors | HEK-293 ATXN2-luciferase reporter, luminescence, 24 h; also: potency is read from the fitted curve at half-maximal effect; % is scaled to controls: 0 for no effect and ±100 for the full control effect; nearly all actives have a fitted effect of over 55% in size
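ATXN2-luciferase reporter cells (luciferase flanked by upstream and downstream ATXN2 gene portions) were treated 24 h at 37 °C with compounds at up to 57 uM. SteadyGlo luminescence gave expression; GF-AFC fluorescence gave viability.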
KB-V1 cytotox = kills drug-selected multidrug resistant KB-V1 cells | actives 3.4% (n = 400,000) | KB-V1 MDR cells viability, CellTiter-Glo, 72 h | Potency, µM (top dose mostly 46.1 µM), for inactives: at the top dose activity change, negative = cytotoxicity, usual class: cytotoxic | AID 1347076; also: potency is read from the fitted curve at half-maximal effect; % is scaled to controls: 0 for no effect and ±100 for the full control effect; nearly all actives have a fitted effect of over 60% in size
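Following 72 h at 37 degrees C with compound, KB-V1 cell viability was read by CellTiter-Glo luminescence, medium being phenol-red-free DMEM plus 10% FBS; concentration-response parameters came from normalized, curve-fitted qHTS data.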
IL1B secr inh = inflammasome signaling inhibition, IL-1 beta readout. THP-1 LPS/ATP IL-1B secretion, AlphaLISA, 16 h; hits give low values. activity change, % at 57.5 µM. actives 4.7% (n = 360,000). AID 743279; in the data active = activity change below about -50%; inconclusive = mostly about -30% to -49%; also: % is scaled to controls: 0 for no effect and ±100 for the full control effect
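THP-1 cells pretreated 1 hr with compounds (up to 57.5 uM final), then stimulated with LPS (250 ng/mL final) plus ATP (1.25 mM final); secreted IL-1B measured by AlphaLISA after 16 hr, decreased signal indicating inhibition.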
MCF10A rereplic = induces DNA re-replication in MCF 10a normal breast cells. MCF 10A DNA re-replication, Hoechst nuclear intensity, 48 h. Potency, µM (highest dose often 46.1 µM), for the others: at the top dose activity, positive = re-replication, usual class: activators. actives 2.9% (n = 350,000). AID 624296; also: potency is read from the fitted curve at half-maximal effect; % of control where 0% means no effect; nearly all actives have a fitted effect of over 50% in size
ATXN viability = reduces viability in counter-screen for ATXN expression inhibitors; S2 cells (HEK-293 line with an ATXN2-luciferase reporter) viability, CellTiter-Fluor protease fluorescence, 24 h; Potency, µM (doses to about 56.7 µM), actives largely listed as cytotoxic; actives 0.49% (n = 400,000); AID 651635; also: potency is read from the fitted curve at half-maximal effect; nearly all actives have a fitted effect of over 40% in size
The depositor's hits bear a star; i = inactive; ? = inconclusive; / = not tested or not shown; ! = repeats disagree; [ ] = remark or other dose. Unless noted, calls follow the shape of the dose curve; as a rule, active = well fitted curve in the direction sought with a large enough effect; inconclusive = small, poorly fitted or top-dose-only effect, or another doubt; inactive = no such curve, though single readings can be large; an effect the other way counts as inactive or inconclusive.

Screens in order: KB-3-1 tox, HT1080 IDH1KD tx, SW480 rerep, HT1080-NT tox, ATXN2 expr inh, KB-V1 cytotox, IL1B secr inh, MCF10A rereplic, ATXN viability
CSc1ccccc1C(=O)Nc1ccc2c(c1)CCC2
    -1.9%, -12.0%, -2.0%, -24.0%, 75.0%[activator], -2.8%, -6.8, 9.9%, i
COc1ccc(N2CCN(C(=O)c3ccc(Cl)c(S(=O)(=O)N4CCCC4)c3)CC2)cc1
    -1.3%, -2.4%, -0.5%, -6.1%, /, -7.8%, 7.6, 10.7%, i
COc1ccc(NC(=O)c2cc(C)nn2-c2ccccc2)cc1
    -5.5%, -13.0%, 2.1%, -10.5%, 30.7%[activator], -2.3%, 21.7, -1.3%, i
COc1ccc(CC(NC(C)=O)C(=O)NC2CCN(c3nnnn3-c3ccccc3)CC2)cc1 (stereo not given)
    13.9%, 17.7%, -0.4%, 14.8%, -9.3%, 3.3%, -3.8, 1.4%, i
C=C(C1=CCN(S(=O)C(C)(C)C)[C@H]1CCO)c1ccccc1 (stereo not given in full)
    ?, -3.8%, 16.1%, -5.4%, -14.1%, -0.1%, 20.5, ?, i
O=C(CSc1n[nH]c(=O)n1C1CC1)N1N=C(c2ccc(Cl)cc2)CC1c1ccco1 (stereo not given)
    2.8%, 1.0%, -8.0%, 1.0%, /, -2.6%, ?, -3.9%, ?
Cc1ccc(OCCC(=O)OCC(=O)NNC(=O)c2ccccc2)cc1
    -0.4%, 27.9%, -5.1%, 17.2%, 0.2%, -3.5%, 5.6, -5.4%, i
Cc1ccc(-c2nnn(CC(=O)N3CCCCC3)n2)cc1
    -0.9%, 3.1%, 0.6%, -2.3%, 17.2%, -11.8%, -0.3, ?, i
COc1ccc(C(=O)NC(C(=O)NCCc2ccc3c(c2)OCCO3)C(C)C)cc1 (stereo not given)
    6.1%, 0.2%, -7.4%, 11.0%, /, 1.9%, -18.7, -0.8%, i
CC1CCCc2sc3nc(N4CCN(CCO)CC4)n4ncnc4c3c21 (stereo not given)
    -21.0%, -11.7%, 15.1%, -0.3%, 8.9%, ?, -4.5, 2.7%, i
Cc1ccc(C)c(CN2CCN(c3ncccn3)CC2)c1
    -13.3%, -1.3%, 0.4%, -2.0%, -1.1%, 6.2%, -7.7, -0.1%, i
O=C(NC1CSCC1OC(=O)c1ccccc1)c1ccccc1 (stereo not given)
    26.8%, -1.2%, -22.9%, 2.2%, -11.4%, -6.9%, 5.1, -2.8%, i
CCOC(=O)C[C@H]1c2ccccc2S(=O)(=O)N1Cc1cccc(C(F)(F)F)c1
    16.4µM*!, 0.3%, -9.0%, 0.0%, -10.6%, 10.3µM*!, 22.6, ?, i
Cc1c(C(=O)N2CCN(c3ccc(C(F)(F)F)cn3)CC2)oc2ccccc12
    6.4%, -5.0%, -6.4%, -0.5%, -38.8%, 12.8%, 25.9, 23.1µM*, i
COc1ccc(CC(C(=O)Nc2cc(C)ccc2C)/C(N)=N/O)cc1 (stereo not given)
    2.4%, 0.8%, 0.0%, 0.7%, 2.4%, -7.4%, 16.4, 5.8%, i
O=C(NCc1ccccc1)c1cc(C2CCCCN2C(=O)CCc2ccccc2)on1 (stereo not given)
    0.0%, 1.2%, /, -1.5%, -10.1%, -1.6%, -11.2, /, i
COC(=O)c1sc(NC(=O)CSc2nnnn2-c2cccc(OC)c2)nc1C
    -0.3%, -11.1%, -8.3%, -17.1%, 5.9%, -4.7%, 11.0, 1.0%, i
O=C1C=C(c2cc3ccccc3o2)C[C@@H](c2ccc(F)cc2)C1
    0.0%, 0.5%, -5.1%, -0.6%, 9.9%, -9.1%, -14.6, 40.2%, i
O=C(CSC(=S)N1CCCC1)N/N=C/c1c(O)[nH]c(=S)[nH]c1=O
    11.1%, 0.3%, -6.9%, 5.8%, -3.4%, ?, -5.9, -3.8%, i
COC[C@H]1CCCN1c1ccc2c(c1)O[C@H](COCc1ccccc1)CN([C@H](C)c1ccccc1)S2(=O)=O
    -9.4%, -0.6%, /, 3.2%, 4.1%, ?, 48.9, /, i
COc1cc2c(cc1OC)-c1nncn1C(C)(C)C2
    1.7%, 17.7%, -22.8%, 20.0%, -5.1%, 5.4%, 14.4, 18.4%, i
O=C(CSc1cccc(C(F)(F)F)c1)Nc1nnc(C2CC2)s1
    -5.0%, -1.6%, -9.6%, -8.0%, 4.9%, 9.4%, 0.0, ?, i
Cc1ncc(CO)c(CNc2ccc(Oc3ccccc3)cc2)c1O
    -36.4%, ?, 0.1%, -19.0%, -24.6%, -9.1%, 4.2, 6.5%, i
NC(=O)c1ccc(N2CCC(C(N)=O)CC2)c([N+](=O)[O-])c1
    5.1%, 1.7%, -0.9%, -9.8%, /, 0.0%, 3.9, 0.9%, i
COC(=O)N1c2ccccc2CCc2ccccc21
    ?, ?, ?, ?, -23.1%, ?, 4.1, 4.6%, i
C=CCOc1ccc(/C(O)=C2\C(=O)C(=O)N(CCN(C)C)C2c2cccs2)cc1 (stereo not given)
    0.8%, 5.0%, 0.5%, 2.9%, 29.7%, 8.1%, 13.2, 0.8%, i
CC1=C(C(=O)N2CCCCCC2)CC(CC(=O)NCCc2ccccn2)C(=O)N1Cc1ccc(C(C)(C)C)cc1 (stereo not given)
    0.6%, ?, /, -1.0%, -8.1%, ?, ?, /, i
COC(=O)c1ccc(-c2noc(CN(Cc3ccncc3)CC3CCCO3)n2)cc1 (stereo not given)
    -2.1%, -7.0%, 2.6%, -9.4%, -21.5%, 0.7%, 55.7, 0.7%, i
CCCCC(=O)NNC(=O)N1c2ccccc2Sc2ccccc21
    6.2%, 3.0%, 11.4%, -0.5%, -8.5%, 21.2%, 5.8, 4.1%, i
CCOC(=O)N1CCN(C(=O)CSc2nnc(Cc3ccccc3)o2)CC1
    -8.5%, -7.6%, -1.6%, -0.7%, 4.2%, -12.7%, -4.7, 8.0%, i
CCC(C)(C)C1CCc2c(sc(NC(=O)c3ccoc3C)c2C(N)=O)C1 (stereo not given)
    10.2%, 0.5%, 4.8%, -1.7%, -17.7%, 2.3%, -3.8, 29.4%, i
CC(C)(C)c1[nH]nc2c1C(c1ccncc1)C(C#N)=C(N)O2 (stereo not given)
    13.7%, 10.7%, 2.6%, 15.5%, -0.4%, 17.5%, 13.5, -2.9%, ?
O=C(NCCc1c[nH]c2ccccc12)C(F)(F)C(F)F
    -1.1%, 0.4%, 0.1%[9.22 µM], -6.9%, -3.0%, 1.3%, 16.8, 15.9%, i
Cc1[nH]c2ccccc2c1C(=O)CN1C(=O)NC2(CC(C)CC(C)(C)C2)C1=O (stereo not given)
    -16.1%, -16.2%, -5.1%, -12.6%, ?, -23.5%, -20.8, ?, ?
COc1ccccc1OCC(=O)NC1CCSc2ccccc21 (stereo not given)
    0.0%, -10.2%, -34.6%[inhibitor], -13.8%, -9.1%, -14.8%, 26.9, 14.2%, i
O=C(c1ccc(N2CCN(C(=O)c3ccccc3Br)CC2)cc1)c1cccc(F)c1
    ?, ?, 12.4%, -24.2%, ?, 5.8µM*, -23.3, ?, i
CCOc1ccc(NC(=O)C2CCN(C(=O)NCc3ccccc3)CC2)cc1
    2.6%, 3.6%, -4.7%, 2.1%, 7.0%, 9.7%, -4.5, 3.8%, i
CCCc1nc2ccccc2c(=O)n1N
    3.0%, 4.0%, -7.9%, -0.1%, -7.3%, 23.8%, 0.6, -0.1%, i
COc1ccc(N(C(=O)c2ccco2)C(C(=O)NC2CCCC2)c2cccs2)cc1OC (stereo not given)
    27.4%, 22.5%, -3.0%, 26.3%, 10.1%, -1.1%, 22.8, 5.9%, i
CC(=O)c1ccc(Nc2nc(C)cc(C)n2)cc1
    4.9%, 19.6%, 1.9%, 16.8%, 26.7%, -19.7%, -10.0, 0.8%, i
Cc1[nH]c2ccccc2c1CCO
    8.0%, 6.2%, -2.9%, 10.8%, 0.2%, 12.8%, 17.9, 2.6%, i
CCCn1c(N2CCN(C(=O)N3CCCCC3)CC2)nc2ccccc21
    -3.8%, 0.2%, -0.1%, -1.4%, 6.4%, ?, 36.0, 11.7%, i
CCS(=O)(=O)Nc1cc(C(=O)O)ccc1C
    7.4%, 13.3%, -6.8%, 17.3%, -27.8%[11.3 µM], -16.9%, -1.8, 0.8%, i
Nc1c(-c2ccc(Cl)cc2)cnn1-c1cc(C(F)(F)F)cc(C(F)(F)F)c1
    -2.5%, -7.5%, 3.1%, -23.2%, -17.2%, 25.6%, -3.3, 16.9%, i
O=C(CSc1nc2ccccc2o1)N/N=C/c1ccco1
    2.7%, 7.0%, 0.1%, 18.6%, /, ?, -10.0, 12.0%, i
CC1(C(=O)NS(=O)(=O)Cc2cccc(Cl)c2)CCN1C(=O)c1ccc(C2CCCCC2)cc1 (stereo not given)
    -21.4%, 15.1%, /, 11.2%, 2.8%, -15.6%, 6.4, /, i
COc1ccc(N2CCN(C(=O)c3cc(-c4ccc(C)c(F)c4)on3)CC2)cc1
    11.0%, /, /, /, 4.1%, -26.9%, /, /, i
CC(=O)NC(c1ccccc1)c1cc(Cl)c2cccnc2c1O (stereo not given)
    ?, ?, ?, ?, 7.94µM*, ?, 86.8, ?, i
CCOc1ccc(CCNC(=O)Cn2ccc3ccccc3c2=O)cc1OCC
    -6.5%, 11.0%, -3.0%, -3.1%, -13.1%, ?, -4.6, -2.9%, i
CCN1CCN(c2ccc(S(=O)(=O)N3CCOCC3)cc2NC(=O)/C=C/c2ccc(OC)cc2OC)CC1
    0.1%, -11.1%, ?, 1.9%, 8.3%, -15.7%, -20.8, 11.3%, i
CCCCn1c2c(c(=N)c3c1CCC3)CCC2
    4.11µM*, -18.3%, -2.7%[9.22 µM], -17.4%, ?, 15.7%, -2.5, 2.4%, i
